Screening results (PubChem BioAssay)
USP2a block: inhibitors of human ubiquitin-specific protease USP2a. O75604. USP2 core, Ub-CHOP2 coupled fluorogenic reporter, 485/531. Potency, µM (titrated, usually from 38.3 µM), inactives show top-dose activity change, negative = inhibition, most hits filed as inhibitors. 0.01% of 330,000 active;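 also: potency is read from the fitted curve at half-maximal effect; plate controls were DMSO wells for no effect and full inhibition by NEM control for full effect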
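Deubiquitinase activity read as fluorescence (485/531 nm) after Ub-CHOP2 cleavage activates the enterokinase reporter on its substrate; USP2 core 10nM, Ub-CHOP2 and substrate 25nM each, 30min compound preincubation then 60min RT; data normalized to NEM, curves fitted.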
Mito fusion yeast: inhibitors of mitochondrial division or activators of mitochondrial fusion. 0.23% of 320,000 active. S. cerevisiae fusion-defective mutant growth rescue, CellTiterGlo 48 h. AID 485298. Potency, µM (highest dose often 46.1 µM), without a hit: top-dose growth rescue (activation), usual class: activators;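 also: potency is read from the fitted curve at half-maximal effect; % of control where 0% means no effect; nearly all actives have a fitted effect of over 45% in size; temperature-sensitive fusion mutants such as fzo1-1 at 37 °C on non-fermentable ethanol glycerol medium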
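S. cerevisiae fusion-defective temperature-sensitive mutants (e.g. fzo1-1, mgm1-5) grown 48 h at 37C in YPEG (ethanol/glycerol non-fermentable) medium with 23 nl compound per well; growth rescue read as CellTiterGlo luminescence.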
uPA surface inh: blocks generation of uPA at the cell surface. cell surface uPA generation assay, qHTS. Potency, µM (series often up to 38.3 µM), for the others: at the top dose activity change, negative = inhibition, actives largely listed as inhibitors. 0.31% of 330,000 active. AID 540303; active = well fitted inhibition curve with a large enough effect; inconclusive = small, poorly fitted or top-dose-only effect; inactive = no such curve, though single readings can be large or run the other way; tested in mouse RAW 264.7 cells; also: potency is read from the fitted curve at half-maximal effect; % is scaled to controls: 0 for no effect and ±100 for the full control effect; nearly all actives have a fitted effect of over 55% in size
TCR act: activates T cell receptor signaling. primary human leukocytes, anti-CD3, IL-2 HTRF, 48 h. Potency, µM (series often up to 9.22 µM), without a hit: at the top dose activation of IL-2 secretion, usual class: activators. 330,000 tested, under 10 active; also: % of control where 0% means no effect
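HTRF read-out of IL-2 secretion: europium cryptate donor excited at 320nm, d2 acceptor emission at 665nm. Cells were primary human leukocytes incubated 48 hr with compounds and a-CD3 beads, supplying TCR signal only.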
TSHR antag: human thyrotropin receptor antagonism; P16473; TSHR-expressing cells, TSH-stimulated cAMP HTRF, 2 h; hits give low values; activity change, negative = inhibition, % at 11.5 µM; 0.2% of 330,000 active; AID 504810;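 active = activity change below a set negative limit, meaning inhibition stronger than a set level, cut at about -70% in these data; inconclusive = activity change between two set negative limits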; also: % is scaled to controls: 0 for no effect and ±100 for the full control effect
Target sequence (P16473 whole entry, looked up): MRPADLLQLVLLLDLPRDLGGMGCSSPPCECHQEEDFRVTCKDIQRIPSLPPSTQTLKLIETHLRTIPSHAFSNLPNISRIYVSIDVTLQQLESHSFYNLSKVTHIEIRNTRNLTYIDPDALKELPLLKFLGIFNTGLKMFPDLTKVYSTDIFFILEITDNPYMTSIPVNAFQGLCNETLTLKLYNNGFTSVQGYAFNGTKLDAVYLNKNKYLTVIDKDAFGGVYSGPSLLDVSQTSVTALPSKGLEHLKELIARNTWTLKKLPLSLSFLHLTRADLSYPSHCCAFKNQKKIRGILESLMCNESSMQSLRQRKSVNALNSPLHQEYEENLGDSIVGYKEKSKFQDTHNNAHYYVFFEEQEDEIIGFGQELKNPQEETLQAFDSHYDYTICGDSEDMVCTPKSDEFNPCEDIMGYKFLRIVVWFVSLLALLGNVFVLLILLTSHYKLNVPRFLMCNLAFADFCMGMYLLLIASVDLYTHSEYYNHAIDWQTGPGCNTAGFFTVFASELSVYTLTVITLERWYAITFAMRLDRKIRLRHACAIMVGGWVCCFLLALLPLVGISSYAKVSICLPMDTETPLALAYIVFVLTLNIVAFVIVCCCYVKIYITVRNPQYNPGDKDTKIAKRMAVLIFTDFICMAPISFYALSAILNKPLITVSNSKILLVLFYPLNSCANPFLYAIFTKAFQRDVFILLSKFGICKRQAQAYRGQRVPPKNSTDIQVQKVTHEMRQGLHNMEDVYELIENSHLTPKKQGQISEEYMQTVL
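Freshly harvested TSHR cells receive pin-tooled compound, then EC80 TSH at 4nM final. After 2 hours at 37 deg C, antibody in lysis buffer and cAMP-d2 are added; 30 minutes at ambient temperature precede the HTRF read.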
Eya2 inh: Eya2 (human) phosphatase inhibition. O00167. recombinant Eya2, OMFP fluorescence dephosphorylation (OMFP is methylfluorescein phosphate). Potency, µM (titrated, usually from 76.9 µM), inactives show at the highest dose activity, negative = inhibition, actives largely listed as inhibitors. 0.006% of 330,000 active. AID 488837; also: potency is read from the fitted curve at half-maximal effect; % is scaled to controls: 0 for no effect and ±100 for the full control effect
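Eya2 (0.2 uM) preincubated 10 min at ambient with compound, then OMFP substrate added at 50 uM; 10 min reaction in 50 mM HEPES pH 7.5, 50 mM NaCl, 5 uM MgCl2, 0.05% BSA, 1 mM DTT. Fluorescence read at Ex 485/Em 525 nm.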
TSG101-PTAP inh: blocks PTAP/TSG101 interaction to inhibit HIV-1 budding; 340,000 tested, under 10 active; Q99816; Potency, µM (doses to about 115 µM), inactives show top-dose activity change, negative = inhibition, actives largely listed as inhibitors; Fluorescence polarization, FITC-PTAP peptide / Tsg101 binding; active = well fitted inhibition curve with a large enough effect in the main read-out, with a control signal flat, not every such curve was filed as active; inconclusive = small, poorly fitted or top-dose-only effect, or effect the other way, or a change in a side signal; inactive = no such curve, though single readings can be large or run the other way; also: potency is read from the fitted curve at half-maximal effect; % of control where 0% means no effect
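Fluorescence anisotropy tracks displacement of a FITC-tagged PTAP peptide (50 nM) from the Tsg101 binding domain (10 uM), following a 20 min room-temperature incubation at pH 7.5.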
B2AR arrestin: agonists driving beta-arrestin recruitment to human beta2-adrenergic receptor; P07550; beta-arrestin recruitment to beta2AR, cell-based reporter; Potency, µM (doses to about 46.1 µM), for the others: at the highest dose activation, usual class: activators; 0.02% of 330,000 active;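 also: potency is read from the fitted curve at half-maximal effect; 0% = DMSO controls and full agonism = EC100 isoproterenol or metaproterenol; nearly all actives have a fitted effect of over 65% in size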
ELG1 DNA repair: inhibitors of ELG1-dependent DNA repair in HEK293T cells | 2.3% of 330,000 active | Potency, µM (doses to about 46.1 µM), for the others: at the highest dose activity change, negative = inhibition, actives largely listed as inhibitors | HEK293T ELG1-luciferase reporter, luminescence, 16 h; DNA damage induced by 5-fluorouridine; also: potency is read from the fitted curve at half-maximal effect; % is scaled to controls: 0 for no effect and ±100 for the full control effect; nearly all actives have a fitted effect of over 55% in size
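Step one: seed 2,000 cells per well. Step two: pin-transfer compound or DMSO alongside 5-fluorouridine. Step three: incubate 16 hr, 37 °C, 5% CO2. Step four: add ONE-Glo, wait 30 min, read luminescence.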
Tb PFK inh: T. brucei PFK enzyme inhibition | T. brucei PFK, ADP-Glo luminescence | Potency, µM (series often up to 57.5 µM), for the others: at the highest dose activity, negative = inhibition, usual class: inhibitors | 0.17% of 330,000 active | O15648;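 also: potency is read from the fitted curve at half-maximal effect; 0% = uninhibited 1x PFK enzyme wells and -100% = no-enzyme wells; nearly all actives have a fitted effect of over 60% in size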
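1.25 nM PFK with 0.5 mM F6P and 0.1 mM ATP in 0.1 M TEA pH 8.0, 5 mM MgCl2, incubated 45 min at room temperature; ADP measured by ADP-Glo luminescence; compounds titrated up to 57 uM.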
BCR signal inh: blocks chronic active B-cell receptor signaling | ABC-DLBCL IkBa-CBG/CBR reporter, luminescence ratio, 4 h | Potency, µM (titrated, usually from 46.1 µM), for the others: top-dose ratio change, negative = lower green/red ratio, most hits filed as inhibitors | 0.05% of 340,000 active; active = well fitted inhibition curve with a large enough effect in the signal ratio, with a control signal flat, not every such curve was filed as active; inconclusive = small, poorly fitted or top-dose-only effect, or effect the other way, or a change in a side signal; the % refers to the signal ratio;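 also: potency is read from the fitted curve at half-maximal effect; plate controls were basal doxycycline-induced cells for no effect and cells given 10 µM MG132 for full effect; MG132 reads +100%, hits lower the ratio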
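Doxycycline induced both beetle luciferases in TMD8 lymphoma cells; IKK-driven degradation limits the IkappaBalpha-fused green signal, while red luminescence normalises for cell number and nonspecific effects. Compounds tested up to 46 uM, 4 hrs.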
Starred values were filed as active, the others as inactive; [ ] = remark or other dose. Unless noted, calls follow the shape of the dose curve; as a rule, active = well fitted curve in the direction sought with a large enough effect; inconclusive = small, poorly fitted or top-dose-only effect, or another doubt; inactive = no such curve, though single readings can be large; an effect the other way counts as inactive or inconclusive.

For CC(=O)NC1CC2CCC(C1)N2Cc1ccc(C)cc1 (configuration not stated) the results were USP2a block 6%, Mito fusion yeast 5%, uPA surface inh -1%, TSHR antag -9, Eya2 inh -16%[15.4 µM], TSG101-PTAP inh -6%, B2AR arrestin 0.0%, ELG1 DNA repair 9%, Tb PFK inh 2% and BCR signal inh 1%.
Cc1c(N=C2C=CC(=O)c3ccccc32)c(=O)n(-c2ccccc2)n1C was read as USP2a block 1%, Mito fusion yeast 6%, uPA surface inh -4%, TCR act 5%, TSHR antag -19, Eya2 inh -4%, TSG101-PTAP inh -2%, B2AR arrestin 0.5%, ELG1 DNA repair 21µM*, Tb PFK inh -1% and BCR signal inh 14%.
COc1ccc(N(CC(=O)NCc2cccs2)S(=O)(=O)c2c(C)n[nH]c2C)cc1 was read as USP2a block 2%, Mito fusion yeast 6%, uPA surface inh -4%, TCR act -2%, TSHR antag -8, Eya2 inh 9%, TSG101-PTAP inh -4%, B2AR arrestin -0.9%, ELG1 DNA repair 0%, Tb PFK inh -5% and BCR signal inh 3%.
Screening Cc1cccc(NC(=S)NCCN2CCOCC2)c1 returned USP2a block 1%, Mito fusion yeast -7%, uPA surface inh 2%, TCR act 5%[46.1 µM], TSHR antag 0, Eya2 inh 0%, TSG101-PTAP inh -2%, B2AR arrestin 0.2%, ELG1 DNA repair 18%, Tb PFK inh 1% and BCR signal inh -2%.
Screening CCCc1cc(=O)n2[nH]cc(-c3ccc(Cl)cc3)c2n1 returned USP2a block -3%, Mito fusion yeast 0%, uPA surface inh -10%, TSHR antag -18, Eya2 inh 9%, TSG101-PTAP inh 0%, B2AR arrestin -0.1%, ELG1 DNA repair inconclusive, Tb PFK inh -5% and BCR signal inh inconclusive.
Screening O=C(Cc1ccc([N+](=O)[O-])cc1)NCc1ccc2c(c1)OCO2 returned USP2a block 3%, Mito fusion yeast 2%, uPA surface inh 2%, TCR act -1%[46.1 µM], TSHR antag -4, Eya2 inh 1%, TSG101-PTAP inh -3%, B2AR arrestin -1.2%, ELG1 DNA repair -4%, Tb PFK inh -14% and BCR signal inh -5%.
CCOC(=O)C1CCN(C(=O)Cc2ccc(OC)c(OC)c2)CC1 was read as USP2a block -1%, Mito fusion yeast 4%, uPA surface inh 0%, TCR act -5%, TSHR antag 42, Eya2 inh -21%, TSG101-PTAP inh -2%, B2AR arrestin -0.2%, ELG1 DNA repair -3%, Tb PFK inh 12% and BCR signal inh 2%.
Screening C=CCNC(=O)c1cc2c(=O)n3cccc(C)c3nc2s1 returned USP2a block 0%, Mito fusion yeast 7%, uPA surface inh -7%, TCR act 6%, TSHR antag -3, Eya2 inh -4%, TSG101-PTAP inh 2%, B2AR arrestin -0.5%, ELG1 DNA repair inconclusive, Tb PFK inh 0% and BCR signal inh 3%.
COCCNC(=O)CN(Cc1ccccc1)S(=O)(=O)c1ccc2nc(C)sc2c1 was read as USP2a block 4%, Mito fusion yeast -2%, uPA surface inh -1%, TCR act 5%, TSHR antag 0, Eya2 inh -19%, TSG101-PTAP inh -3%, B2AR arrestin -0.4%, ELG1 DNA repair 17%, Tb PFK inh 1% and BCR signal inh 0%.
CS(=O)(=O)Nc1cccc(C2=NN(S(C)(=O)=O)C(c3ccccc3)C2)c1 (configuration not stated) was read as USP2a block -3%, Mito fusion yeast 2%, uPA surface inh -2%, TCR act -1%, TSHR antag 4, Eya2 inh -5%, TSG101-PTAP inh -5%, B2AR arrestin -0.3%, ELG1 DNA repair -8%, Tb PFK inh 1% and BCR signal inh -9%.
For COc1ccc(OC)c(N(CC(=O)NCC2CCCO2)S(=O)(=O)c2ccccc2)c1 (configuration not stated) the results were USP2a block 1%, Mito fusion yeast 3%, uPA surface inh -1%, TCR act -4%, TSHR antag -3, Eya2 inh -5%, TSG101-PTAP inh -3%, B2AR arrestin -0.4%, ELG1 DNA repair 10%, Tb PFK inh -21% and BCR signal inh 1%.
`CC(=O)Nc1ccc(S(=O)(=O)NC2(C(F)(F)F)C(=O)Nc3c2c(=O)n(C)c(=O)n3C)cc1` (configuration not stated) gave USP2a block 0%, Mito fusion yeast 9%, TCR act 16%, TSHR antag 15, Eya2 inh 3%, TSG101-PTAP inh 0%, B2AR arrestin 0.4%, ELG1 DNA repair 7%, Tb PFK inh 6% and BCR signal inh 1%.
For COc1cccc(COCC(O)Cn2cnc3cc(C)c(C)cc32)c1 (configuration not stated) the results were USP2a block -1%, Mito fusion yeast 3%, uPA surface inh -2%, TCR act -4%, TSHR antag -7, Eya2 inh -13%, TSG101-PTAP inh -2%, B2AR arrestin -0.2%, ELG1 DNA repair -21%, Tb PFK inh -2% and BCR signal inh -6%.
COC(=O)c1ccc(NC(=S)NN2CCOCC2)cc1 was read as USP2a block -3%, Mito fusion yeast -5%, uPA surface inh 6%, TCR act 2%, TSHR antag -10, Eya2 inh 14%, TSG101-PTAP inh -1%, B2AR arrestin -0.3%, ELG1 DNA repair inconclusive, Tb PFK inh 0% and BCR signal inh inconclusive.
For Cc1sc2ncnc(N3CCC(C(=O)Nc4ccc(S(N)(=O)=O)cc4)CC3)c2c1C the results were USP2a block 1%, Mito fusion yeast -3%, uPA surface inh 21%, TSHR antag -11, Eya2 inh 7%, TSG101-PTAP inh -7%, B2AR arrestin -0.7%, ELG1 DNA repair 4.1µM*, Tb PFK inh 14% and BCR signal inh inconclusive.
For CC1CN(C(=O)Nc2cccc(Cl)c2)C2(CCCCCC2)O1 (configuration not stated) the results were USP2a block 4%, Mito fusion yeast 6%, uPA surface inh 7%, TCR act 9%, TSHR antag -5, Eya2 inh -2%, TSG101-PTAP inh 0%, B2AR arrestin -0.2%, ELG1 DNA repair -2%, Tb PFK inh -11% and BCR signal inh inconclusive.
Screening CN(C)C(=O)c1ccc(NC(=O)COC(=O)C2=COCCO2)cc1 returned USP2a block 1%, Mito fusion yeast -9%, uPA surface inh 2%, TCR act 3%, TSHR antag 5, Eya2 inh -13%, TSG101-PTAP inh -1%, B2AR arrestin 0.4%, ELG1 DNA repair 0%, Tb PFK inh 15% and BCR signal inh -1%.
`N#Cc1c(C(F)(F)F)cc(-c2ccccc2Cl)[nH]c1=O` gave USP2a block 2%, Mito fusion yeast -3%, uPA surface inh -2%, TCR act -1%, TSHR antag -21, Eya2 inh -16%, TSG101-PTAP inh -11%, B2AR arrestin -0.2%, ELG1 DNA repair -1%, Tb PFK inh 0% and BCR signal inh -3%.
CCC(=O)N(C1=C(NC)C(=O)c2ccccc2C1=O)C(C)C was read as USP2a block 4%, Mito fusion yeast 8%, uPA surface inh inconclusive, TCR act 3%, TSHR antag 7, Eya2 inh 9%, TSG101-PTAP inh -4%, B2AR arrestin -0.3%, ELG1 DNA repair inconclusive, Tb PFK inh -9% and BCR signal inh 8%.
`O=C(O)c1cn(Cc2ccccc2)c2ccc(Cl)cc2c1=O` gave USP2a block 1%, Mito fusion yeast 5%, uPA surface inh 18%, TCR act -9%, TSHR antag 3, Eya2 inh 6%, B2AR arrestin -0.3%, ELG1 DNA repair 2%, Tb PFK inh -1% and BCR signal inh 0%.
For COc1ccccc1Nc1nc2ccccc2n2cnnc12 the results were USP2a block 0%, Mito fusion yeast 8%, uPA surface inh -2%, TCR act 0%, TSHR antag -4, Eya2 inh -20%, TSG101-PTAP inh -2%, B2AR arrestin -0.2%, ELG1 DNA repair 0%, Tb PFK inh 3% and BCR signal inh 0%.
`COCCn1c(SCC(=O)NC2CC2)nnc1-c1ccc(Cl)cc1` gave USP2a block 1%, Mito fusion yeast -4%, uPA surface inh 13%, TCR act 2%, TSHR antag 13, Eya2 inh -5%, TSG101-PTAP inh 0%, B2AR arrestin -0.2%, ELG1 DNA repair 9%, Tb PFK inh -7% and BCR signal inh 0%.

Compounds were not picked by outcome; about 3% have a hit in one of these screens.
